# Glioma ERSR ind = qHTS for Inducers of the Endoplasmic Reticulum Stress Response (ERSR) in Human Glioma: qHTS | 420,000 compounds, 0.02% hits | AID 602332, 2012 | U87-MG GRP78 promoter luciferase reporter, 16 h | Potency, µM, inactives show at the top dose activation, hits mostly activators; note: potency is the fitted concentration of half-maximal effect; series mostly up to about 76 µM; % of control where 0% means no effect; nearly all actives have a fitted effect of over 35% in size
#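 Stably transfected U87-MG glioma cells carrying a GRP78-based luciferase sensor; 16 h compound incubation. Luminescence end-point read 10 min after Bright-Glo addition at room temperature.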
# D1 PAM = Potentiators of Human D1 Dopamine Receptor: qHTS. HEK293 TREx D1 cells, calcium flux, dopamine EC20 potentiation. potentiation, % at 10 µM. 360,000 compounds, 0.036% hits. D(1A) dopamine receptor (Homo sapiens), P21728. AID 504651, 2011; in the data active = potentiation above about 30%; note: 0% is about no effect
# Target sequence (P21728 whole entry, looked up): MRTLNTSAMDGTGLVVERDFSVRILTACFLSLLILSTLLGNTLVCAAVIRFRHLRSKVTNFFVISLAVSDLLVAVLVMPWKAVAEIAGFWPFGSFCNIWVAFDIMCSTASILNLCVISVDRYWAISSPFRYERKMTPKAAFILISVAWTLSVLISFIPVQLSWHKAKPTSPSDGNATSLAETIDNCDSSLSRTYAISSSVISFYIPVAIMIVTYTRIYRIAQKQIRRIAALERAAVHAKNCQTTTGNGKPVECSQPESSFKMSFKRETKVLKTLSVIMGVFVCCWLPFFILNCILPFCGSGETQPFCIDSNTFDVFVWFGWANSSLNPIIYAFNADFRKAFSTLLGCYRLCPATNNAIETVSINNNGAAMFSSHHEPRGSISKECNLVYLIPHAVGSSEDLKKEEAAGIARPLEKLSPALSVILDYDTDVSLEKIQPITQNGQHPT
# LDHA block = qHTS assay for inhibitors of human lactate dehydrogenase; L-lactate dehydrogenase A chain (Homo sapiens), P00338; purified LDHA, NADH/diaphorase-resazurin fluorescence; active compounds read low; activity change, % (values are at about 110 or 230 µM); 480,000 compounds, 0.15% hits; AID 1347041, 2019; in the data active = activity change below about -30%; inconclusive = mostly about -25% to -30%;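 note: plate controls were DMSO wells for no effect and wells without enzyme for full effect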
#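 Human LDH5 (2 nM) was incubated with 0.06 mM NADH and 0.2 mM pyruvate for 5 min at room temperature in Tris pH 7.4. Remaining NADH was coupled through diaphorase/resazurin, and resorufin fluorescence was read at 0 and 20 min.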
# Vif-APOBEC3G blk = qHTS for Inhibitors of Vif-A3G Interactions: qHTS; DNA dC->dU-editing enzyme APOBEC-3G (Homo sapiens), Q9HC16; HeLa A3G-eYFP + Vif (tagged APOBEC3G with the HIV-1 protein that degrades it), YFP fluorescence, overnight; Potency, µM (doses to about 46.1 µM), for the others: at the highest dose activity, negative = active, usual class: inhibitors; 410,000 compounds, 0.076% hits;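 note: potency is the fitted concentration of half-maximal effect; % is set by controls: 0 for no effect and ±100 for the full control effect; nearly all actives have a fitted effect of over 60% in size; hits raise eYFP signal because A3G escapes Vif-driven loss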
#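 Read-out is eYFP fluorescence (Ex 488/Em 500-530) from Vif-expressing HeLa A3G-eYFP cells; more signal means A3G escaped Vif-mediated degradation. Cells plated overnight, compound pinned in, incubated overnight at 37 deg C.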
# RXFP1 ag = qHTS Assay for Agonists of the Relaxin Receptor RXFP1; Relaxin receptor 1 (Homo sapiens), Q9HBX9; HEK293T-RXFP1 cAMP TR-FRET, 30 min; response scale: percent of porcine relaxin response, buffer zero; Potency, µM (series often up to 57.5 µM), inactives show top-dose activation, usual class: activators; 370,000 compounds, 0.3% hits; AID 2676, 2010; note: potency is the fitted concentration of half-maximal effect; % is set by controls: 0 for no effect and ±100 for the full control effect; nearly all actives have a fitted effect of over 60% in size; many of its hits are not listed in these tables
#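 HEK293T cells stably expressing RXFP1 were pretreated with the PDE4 inhibitor Ro 20174, exposed to compounds for 30 min at 37C, lysed, and cAMP was read by TR-FRET. Data normalized to buffer (basal) and 29 nM porcine relaxin (100%).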
# D1 agonist = Allosteric Agonists of the Human D1 Dopamine Receptor: qHTS; D(1A) dopamine receptor (Homo sapiens), P21728; HEK293 T-REx D1 cells, calcium flux, agonist mode; activation, % at 2 µM; 360,000 compounds, 1% hits; AID 504660, 2011; in the data active = activation above about 30%; note: 0% is about no effect
#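 Inducible HEK293 T-REx D1 cells, force-coupled to calcium signalling, were plated at 4000 cells/well with tetracycline and held overnight at 30 C. After no-wash calcium dye loading, compound-evoked calcium rise over 180 s flagged agonists.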
# D2 potentiator = HTS Assay for Positive Allosteric Modulators of the Human D2 Dopamine Receptor: Primary Screen for Potentiators; D(2) dopamine receptor (Homo sapiens), P14416; HEK293 T-REx D2, calcium flux, EC20 dopamine potentiation; potentiation, % at 10 µM; 340,000 compounds, 0.34% hits;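 active = potentiation over 3 SD above the plate norm, cut at about 30% in these data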; note: 0% is about no effect
# Target sequence (P14416 whole entry, looked up): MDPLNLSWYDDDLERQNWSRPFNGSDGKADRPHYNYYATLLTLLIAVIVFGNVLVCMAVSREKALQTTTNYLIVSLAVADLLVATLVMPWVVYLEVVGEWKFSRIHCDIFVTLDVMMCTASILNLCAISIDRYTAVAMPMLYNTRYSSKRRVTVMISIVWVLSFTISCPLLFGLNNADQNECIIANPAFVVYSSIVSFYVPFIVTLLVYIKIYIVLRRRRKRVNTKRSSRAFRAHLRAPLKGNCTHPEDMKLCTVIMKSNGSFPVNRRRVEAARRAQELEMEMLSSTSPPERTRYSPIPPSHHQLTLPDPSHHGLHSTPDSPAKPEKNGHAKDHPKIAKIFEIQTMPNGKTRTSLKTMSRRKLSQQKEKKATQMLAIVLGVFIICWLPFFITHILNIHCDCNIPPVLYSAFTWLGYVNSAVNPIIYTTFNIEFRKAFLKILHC
#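 Potentiation of an EC20 dopamine calcium response measured kinetically over 180 s, after a preceding 180 s compound-only read flagging agonists. Cells: inducible Hek293 Trex D2 line, 4000/well, cultured overnight at 30 C before dye loading.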
# D1 antag = Antagonist of Human D 1 Dopamine Receptor: qHTS | D(1A) dopamine receptor (Homo sapiens), P21728 | 360,000 compounds, 3.2% hits | HEK293 TREx D1 cells, calcium flux, dopamine EC80; active compounds read low | activity change, negative = inhibition, % at 10 µM; in the data active = activity change below about -30%; note: % is set by controls: 0 for no effect and ±100 for the full control effect
#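 Cells carrying a force-coupled, tetracycline-inducible human D1 receptor report calcium flux. Each well gets a 10 s baseline, compound with 180 s monitoring, then an EC80 dopamine stimulus with a second 180 s kinetic read.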
# Vif-A3F inh = qHTS for Inhibitors of Vif-A3F Interactions: qHTS. 390,000 compounds, 0.2% hits. AID 602313, 2012. HeLa A3F-eYFP + Vif (tagged APOBEC3F with the HIV-1 protein that degrades it), YFP fluorescence increase. Potency, µM (titrated, usually from 46.1 µM), inactives show at the top dose activity, negative = active; note: potency is the fitted concentration of half-maximal effect; % of control where 0% means no effect; nearly all actives have a fitted effect of over 65% in size
#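 HeLa cells stably expressing Vif plus C-terminally eYFP-tagged A3F were seeded, incubated overnight at 37 deg C, dosed with compound, incubated overnight again at 37 deg C. Yellow fluorescence (Ex 488/Em 500-530) reported blocked Vif-mediated A3F-eYFP degradation.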
# Numbers without * were called inactive; ? = inconclusive; · = not tested or not shown; & = joins results of further samples. Unless noted, calls come from the whole dose curve; as a rule, active = well fitted curve in the direction sought with a large enough effect; inconclusive = small, poorly fitted or top-dose-only effect, or another doubt; inactive = no such curve, though single readings can be large; an effect the other way counts as inactive or inconclusive. The list is partial; rates above refer to the full screens.
# Order of results: Glioma ERSR ind	D1 PAM	LDHA block	Vif-APOBEC3G blk	RXFP1 ag	D1 agonist	D2 potentiator	D1 antag	Vif-A3F inh
> CCOCCCNC(=S)Nc1ccc2nc(N3CCOCC3)cc(C)c2c1
    6%	0	2	4%	7.2%	1	-10	-5	8%
> Cc1nc2nc(-c3ccco3)[nH]n2c(=O)c1C
    1%	2	4	0%	-0.9%	1	-1	9	-4%
> Cn1c(=O)c2cc(C(=O)NCCCN3CCN(c4ccccc4F)CC3)sc2c2ccccc21
    0%	0	0	-4%	-0.2%	-2	-22	-2	0%
> Cc1cc(-c2csc(N)n2)c(C)n1CCc1ccccc1
    -7%	-3	-1	5%	0.0%	3	0	-2	·
> NC(=O)c1c(NC(=O)CCCn2cnc([N+](=O)[O-])n2)sc2c1CCCC2
    -2%	-2	4	2%	-1.9%	0	7	-6	0%
> COC(=O)CCN(C(=O)c1ccc(Cl)c([N+](=O)[O-])c1)c1ccccn1
    -3%	0	-1	0%	0.0%	3	-1	13	9%
> COc1cccc(C2Nc3ccc4ccccc4c3C3=C2C(=O)CCC3)c1O (stereo not drawn)
    -6%	1	3	?	4.4%	5	14	-1	11µM*
> CC(=O)c1c(O)cc(=O)n(-c2ccccc2)c1-c1ccc(Cl)cc1
    -4%	-5	-14	-2%	2.1%	2	2	1	-5%
> CC(C)Oc1ccc(CNC(=O)c2ccc3nc(C(C)C)oc3c2)cc1
    2%	-1	2	2%	0.7%	10	8	-18	1%
> COc1ccc(NC(=O)CN(C)C(=O)c2cn(-c3ccccc3)nc2-c2ccc(OC)cc2)cc1
    -5%	-3	-10	-1%	-1.3%	3	-3	13	4%
> Cc1ccc(CNC(=O)C(NS(=O)(=O)c2cccc3nsnc23)c2ccccc2)cc1 (stereo not drawn)
    -2%	-1	-3	1%	-0.2%	3	7	-9	4%
> Cc1ccc(S(=O)(=O)N2CCN(Cc3nc4ccccc4[nH]3)CC2)cc1C
    -2%	-19	-4	4%	-1.1%	2	-5	-19	0%
> O=C(O)CCNC(=O)/C(=C\c1ccco1)NC(=O)c1ccco1
    -1%	1	2	-2%	1.6%	0	5	-18	6%
> COc1ccc(C(=O)O)cc1NC(=S)NC(=O)Cc1ccc(Cl)cc1
    -2%	10	-5	-11%	3.0%	11	3	15	0%
> CCOc1ccc(-n2c(-c3ccccc3)c[nH]c2=S)cc1
    -1%	7	-1	-2%	10%	-2	8	15	2%
> CCN(CC(=O)NCc1ccc(Cl)cc1)C(=O)/C=C/c1cccs1
    -6%	0	-1	0%	0.1%	0	0	-4	-7%
> C=CCOc1ccc(CN(C)c2ccc(S(=O)(=O)N3CCN(C)CC3)cc2[N+](=O)[O-])cc1
    -2%	-18	-6	6%	1.2%	14	-6	-36*	4%
> O=C1c2ccccc2C(Nc2cccnc2)N1Cc1ccc2c(c1)OCO2 (stereo not drawn)
    -2%	1	-13	0%	2.2%	1	-2	-4	1%
> COc1ccc(Cl)cc1NC(=O)CN(C)C(=O)CN1C(=O)NC2(CCCC2)C1=O
    -7%	5	-1	-2%	-1.5%	0	10	5	-2%
> Cc1ccc(SCc2cc(=O)n3[nH]cnc3n2)cc1
    0%	-1	-1	3%	0.3%	-1	-2	-4	-5%
> Cc1ccnc(NC(=O)c2ccc(Cl)c(S(=O)(=O)N3CCCC3)c2)c1
    5%	-14	-7	2%	-0.1%	11	·	-11	13%
> Cc1cccc2nc(Cn3c(=O)n(CCC(=O)NCc4ccco4)c(=O)c4ccccc43)cc(=O)n12
    -4%	·	-3	-1%	·	·	·	·	7%
> O=C(NCCCN1CCCC1=O)c1csc2ccccc12
    3%	2	4	-1%	1.3%	1	-2	-18	3%
> CCCc1ccc(S(=O)(=O)N/N=C(/C)c2ccc3c(c2)OCO3)cc1
    -6%	0	-1	2%	2.8%	4	-12	20	-13%
> COc1ccc(C(=O)C2CCCN(Cc3cccn3-c3nccs3)C2)cc1F (stereo not drawn)
    -4%	6	1	5%	11%	6	·	11	11%
> CCn1c(-c2cc(-c3ccc(C)c(C)c3)nc3ccccc23)n[nH]c1=S
    ·	0	·	·	0.4%	2	4	-2	·
> CN(C)CCCNC(=O)c1ccc2[nH]c3ccccc3c2c1
    -4%	0	-1	2%	1.2%	2	-6	7	1%
> O=C(/C=C/c1ccccc1)Nc1ccc(Cl)cn1
    1%	-2	-8	?	-0.6%	1	10	-3	3%
> Cc1ccc2sc(N3CCN(C(=O)c4ccc([N+](=O)[O-])o4)CC3)nc2c1C
    -6%	-2	-2	-6%	0.1%	0	-5	-3	-5%
> O=C(c1ccco1)N1CCN(c2c([N+](=O)[O-])nn(-c3cccc(Cl)c3)[n+]2[O-])CC1
    -2%	-3	-5	0%	0.8%	7	-26	-9	10%
> O=C1NCC2=C1C(c1ccc(Br)cc1)Nc1ccccc1N2 (stereo not drawn)
    5%	·	0	-6%	1.2%	·	·	·	0%
> CC(O)C(NS(=O)(=O)c1ccc(Cl)cc1)C(=O)OCC(=O)c1c[nH]c2ccccc12 (stereo not drawn)
    16%	-13	-2	-1%	1.0%	2	14	-26	12%
> COCc1ccc(C(=O)N2CCCC(CNC(=O)c3ccc(F)cc3)C2)o1 (stereo not drawn)
    3%	0	-2	0%	2.6%	0	-28	3	-2%
> CCOC(=O)C1=C(N)Oc2cc(O)ccc2C1c1cccnc1 (stereo not drawn)
    0%	-5	-1	-12%	-1.6%	4	7	-18	-3%
> CSc1sc(C(=O)NC(=O)NCc2cccnc2)c(C)c1-c1ccon1
    -2%	-2	-4	1%	16%	4	-4	-11	1%
> COc1cc(CC(=O)NCC2COc3ccccc3O2)cc(OC)c1OC (stereo not drawn)
    -3%	-2	-6	-5%	0.2%	4	-2	14	-1%
> CCOn1c(=O)c(-c2cc3ccccc3o2)[n+]([O-])c2ccccc21
    6%	-2	-5	7%	0.3%	1	·	-5	5%
> COC(=O)C1CCCCN1C(=O)c1ccc2oc(Cc3ccccc3)nc2c1 (stereo not drawn)
    2%	-3	-9	0%	2.5%	6	7	-8	1%
> O=C(CCNC(=O)c1ccccc1Cl)Nc1nc2ccccc2s1
    -1%	-2	-17&-7	-1%	-0.4%	3	-2	6	-33%
> O=C(O)c1cccc(NC(=O)c2ccccc2)c1
    -12%	·	0	4%	·	·	·	·	1%

# Marked active in D1 antag (from the list above):
SMILES | Glioma ERSR ind | D1 PAM | LDHA block | Vif-APOBEC3G blk | D1 agonist | D2 potentiator | D1 antag
C=CCOc1ccc(CN(C)c2ccc(S(=O)(=O)N3CCN(C)CC3)cc2[N+](=O)[O-])cc1 | -2% | -18 | -6 | 6% | 14 | -6 | -36*

# More records.
# Order of results: Glioma ERSR ind	D1 PAM	LDHA block	Vif-APOBEC3G blk	RXFP1 ag	D1 agonist	D2 potentiator	D1 antag	Vif-A3F inh
> C/C(=N\NC(=O)c1ccccc1F)c1ccccn1
    -7%	-2	-1	4%	3.6%	-1	6	-16	-23%
> COc1ccccc1C1/C(=C(\O)c2ccc3c(c2)OCCO3)C(=O)C(=O)N1CCCN(C)C (stereo not drawn)
    ·	-5	·	·	2.3%	3	10	-20	·
> COc1ccc(Cl)cc1NC(=O)CSc1nc2c(oc3ccccc32)c(=O)n1Cc1ccco1
    -1%	0	-8	8%	-0.8%	1	4	-15	5%
> Cn1c(-c2cccc([N+](=O)[O-])c2)cnc1NCc1ccc(C#N)cc1
    -2%	-1	-11	0%	1.1%	5	0	-10	-4%
> CCc1ccccc1NC(=O)Cc1ccc(-n2c(C)nc3cccnc32)cc1
    -4%	-2	0	-3%	3.7%	1	2	-6	2%
> Brc1ccccc1C1CC(c2ccccc2)=Nc2ccccc2N1 (stereo not drawn)
    1%	0	3	-9%	-0.1%	9	-12	11	?
> COc1ccc(-c2cc(C(=O)OCC(=O)c3c(N)n(C)c(=O)n(C)c3=O)c3ccccc3n2)cc1
    1%	-4	-1&-2	-2%	12%	1	-3	10	-9%
> O=C(CCc1nc2cccnc2n1Cc1ccccc1)NCc1cccc(Cl)c1
    -5%	-1	-1	1%	-1.7%	1	-13	2	0%
> O=C(NCC1CCCO1)C1CCN(S(=O)(=O)c2cccnc2)CC1 (stereo not drawn)
    -7%	4	-2	0%	2.4%	2	0	2	6%
> O=C(NCCOc1ccccc1Cl)c1ccc2c(c1)S(=O)(=O)c1cc(Cl)ccc1C2=O
    -6%	·	-1	-3%	·	·	·	·	-2%
> Cc1cc(CCN2CCC(=O)NC2=S)ccc1OC(C)C
    -2%	-3	-4	-5%	0.3%	-1	-7	-3	9%
> CC1(C)CC(=O)c2c(oc3c(Cl)cc(NS(=O)(=O)c4ccc(Cl)cc4)cc23)C1
    -2%	0	-9	-4%	-0.6%	0	-2	-6	-5%
> Cc1ccccc1-c1noc(-c2cccnc2N2CCN(c3ccccc3)CC2)n1
    -2%	-2	0	4%	2.1%	11	-2	4	-8%
> O=C(O)Cn1c(-c2ccccc2)nc2ccccc21
    -7%	5	2	1%	0.9%	1	-4	9	5%
> COc1ccccc1N(C)S(=O)(=O)c1ccc(C(=O)OCC(=O)N2CCCCCC2)cc1
    -2%	2	-7	3%	5.2%	9	4	-29	7%

# Single values from the results shown.
# In D2 potentiator, `COc1ccccc1C1/C(=C(\O)c2ccc3c(c2)OCCO3)C(=O)C(=O)N1CCCN(C)C` (stereo not drawn) is entered as 10
# In LDHA block, `O=C(NCCOc1ccccc1Cl)c1ccc2c(c1)S(=O)(=O)c1cc(Cl)ccc1C2=O` is entered as -1
